JMJD2A Tudor: inhibitors of human JMJD2A Tudor domain | O75164 | AlphaScreen JMJD2A-Tudor / H3K4me3 peptide binding | Potency, µM (doses to about 114 µM), inactives show at the top dose activity change, negative = inhibition, most hits filed as inhibitors | actives 4.4% (n = 390,000); also: potency is read from the fitted curve at half-maximal effect; % is scaled to controls: 0 for no effect and ±100 for the full control effect; nearly all actives have a fitted effect of over 50% in size
G9a block: inhibitors of human histone lysine methyltransferase G9a; Q96KQ7; G9a H3K9 monomethylation, AlphaScreen, 2 h; Potency, µM (doses to about 102 µM), without a hit: at the highest dose activity, negative = inhibition, most hits filed as inhibitors; actives 8.8% (n = 350,000); also: potency is read from the fitted curve at half-maximal effect; % is scaled to controls: 0 for no effect and ±100 for the full control effect; nearly all actives have a fitted effect of over 75% in size
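Enzyme 20 nM + cpd, 15 min RT; add b-H3K9 pep 500 nM / SAM 20 uM; 2 h RT; anti-H3K9me1 Ab 0.5 ug/mL + SA donor / anti-rabbit acceptor beads 20 ug/mL each, 10 min; AlphaScreen read.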
HP1b chromo inh: inhibitors of HP1-beta chromodomain binding to methylated histone tails. Potency, µM (titrated, usually from 114 µM), inactives show top-dose activity change, negative = inhibition, hits mostly inhibitors. P83916. AID 540317. AlphaScreen HP1-beta / biotin-H3K9me3 peptide binding. actives 0.56% (n = 390,000); also: potency is read from the fitted curve at half-maximal effect; nearly all actives have a fitted effect of over 70% in size; inactives centre near 23
Target sequence (P83916 whole entry, looked up): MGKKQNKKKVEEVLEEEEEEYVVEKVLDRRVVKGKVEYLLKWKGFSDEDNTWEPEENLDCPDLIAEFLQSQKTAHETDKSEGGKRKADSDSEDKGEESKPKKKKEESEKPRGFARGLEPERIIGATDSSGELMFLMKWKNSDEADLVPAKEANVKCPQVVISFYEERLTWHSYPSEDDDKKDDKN
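AlphaScreen: HP1-beta (50 nM) preformed 30 min with biotin-H3(1-18)K9me3 peptide (50 nM) in PBS pH 7.4, 0.01% Tween-20. Compound added for 30 min at RT, then streptavidin donor/nickel chelate acceptor beads (10 ug/mL) for 30 min.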
Pin1 inh: blocks the human prolyl isomerase Pin1. Q13526. Pin1 FP peptide displacement, HiFluor488, 10 min. Potency, µM (series often up to 115 µM), without a hit: top-dose activity, negative = inhibition, hits mostly inhibitors. actives 0.009% (n = 390,000). AID 504891; active = well fitted inhibition curve with a large enough effect in the polarisation, with a control signal flat, not every such curve was filed as active; inconclusive = small, poorly fitted or top-dose-only effect, or effect the other way, or a change in a side signal; inactive = no such curve, though single readings can be large or run the other way; the % refers to the polarisation; also: potency is read from the fitted curve at half-maximal effect; % is scaled to controls: 0 for no effect and ±100 for the full control effect
Target sequence (Q13526 whole entry, looked up): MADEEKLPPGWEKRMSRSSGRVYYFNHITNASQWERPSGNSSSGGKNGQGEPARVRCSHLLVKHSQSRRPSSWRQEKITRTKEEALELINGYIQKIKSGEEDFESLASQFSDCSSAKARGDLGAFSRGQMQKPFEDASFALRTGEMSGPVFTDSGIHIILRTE
Tb PGK inh: T. brucei PGK inhibition; P07378; PGK/GAPDH coupled, Kinase-Glo luminescence, 60 min; Potency, µM (doses to about 57.5 µM), without a hit: at the highest dose activity change, negative = inhibition, hits mostly inhibitors; actives 0.043% (n = 380,000); AID 602233; also: potency is read from the fitted curve at half-maximal effect; % is scaled to controls: 0 for no effect and ±100 for the full control effect; nearly all actives have a fitted effect of over 60% in size
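Luminescent ATP detection (Kinase-Glo Plus) follows a 60-minute room-temperature incubation, with wells lacking PGK as controls. Buffer: 100 mM TEA (pH 7.6), 5 mM MgCl2, 0.01% Tween-20. Coupling enzyme GAPDH (100 nM final) supplies unstable 1,3-BPG in-well.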
GLS inh: glutaminase GLS (human) inhibition; Potency, µM (highest dose often 45.5 µM), without a hit: top-dose activity change, negative = inhibition, usual class: inhibitors; GLS enzymatic activity, qHTS titration; actives 0.21% (n = 410,000); also: potency is read from the fitted curve at half-maximal effect; % is scaled to controls: 0 for no effect and ±100 for the full control effect
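Coupled fluorescence readout: glutamate oxidase/HRP/Amplex Red detect glutamate formed by hKGA from L-glutamine (1 mM solution added). Buffer 45 mM KH2PO4 pH 8.2, 0.02% Tween-20; reads at t0 and 30 min RT.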
PI4K2A inh: blocks human PI4K2A kinase activity; Q9BTU6; purified PI4K2A, ADP-Glo luminescence, 1 h; active compounds read low; activity change, negative = inhibition, % at 76.9 µM; actives 0.13% (n = 420,000); in the data active = activity change below about -50%; inconclusive = mostly about -30% to -49%;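 also: -100% = wells without enzyme as full effect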
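Compounds are screened against recombinant PI4K2A using PI as substrate and ATP, the latter dispensed at 300 microM. Reactions run one hour at ambient temperature before ADP-Glo detection; full inhibition defined by wells lacking enzyme.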
Pol eta inh: DNA polymerase eta (human) inhibition; actives 1.2% (n = 390,000); Potency, µM (top dose mostly 114 µM), for the others: at the top dose activity change, negative = inhibition, most hits filed as inhibitors; AID 588591; Q9Y253; recombinant Pol eta, fluorescent DNA replication assay; also: potency is read from the fitted curve at half-maximal effect; % is scaled to controls: 0 for no effect and ±100 for the full control effect
Target sequence (Q9Y253 whole entry, looked up): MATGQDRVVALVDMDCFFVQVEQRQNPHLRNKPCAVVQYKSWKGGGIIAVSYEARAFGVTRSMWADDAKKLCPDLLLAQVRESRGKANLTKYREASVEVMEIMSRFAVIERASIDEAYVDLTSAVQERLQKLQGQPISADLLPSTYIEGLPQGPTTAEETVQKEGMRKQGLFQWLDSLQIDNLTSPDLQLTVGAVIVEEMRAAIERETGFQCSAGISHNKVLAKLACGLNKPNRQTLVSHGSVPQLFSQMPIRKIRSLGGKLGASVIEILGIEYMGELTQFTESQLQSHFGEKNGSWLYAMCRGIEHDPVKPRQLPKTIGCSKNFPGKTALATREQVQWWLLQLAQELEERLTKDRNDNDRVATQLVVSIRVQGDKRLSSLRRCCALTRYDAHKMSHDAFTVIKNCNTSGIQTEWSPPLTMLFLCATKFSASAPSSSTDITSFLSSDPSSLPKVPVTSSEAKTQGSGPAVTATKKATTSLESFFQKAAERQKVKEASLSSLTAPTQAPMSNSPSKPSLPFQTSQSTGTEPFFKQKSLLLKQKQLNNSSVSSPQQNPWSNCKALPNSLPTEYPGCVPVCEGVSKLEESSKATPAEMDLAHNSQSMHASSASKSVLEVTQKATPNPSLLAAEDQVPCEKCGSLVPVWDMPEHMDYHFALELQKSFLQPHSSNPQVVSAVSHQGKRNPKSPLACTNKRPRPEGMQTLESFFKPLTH
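Pol eta at 10 nM preincubated with compounds 15 min at room temperature; reaction started with fluorescent substrate (50 nM final) and read kinetically at 0 and 10 min.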
BAZ2B block: inhibitors of human BAZ2B bromodomain; AlphaScreen BAZ2B-H3K14Ac peptide displacement; Potency, µM (highest dose often 114 µM), inactives show at the highest dose activity change, negative = inhibition, hits mostly inhibitors; actives 4.4% (n = 360,000); also: potency is read from the fitted curve at half-maximal effect; % is scaled to controls: 0 for no effect and ±100 for the full control effect; nearly all actives have a fitted effect of over 60% in size
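AlphaScreen displacement: compounds (up to 110uM) incubated 30 min at room temperature with a preformed 50 nM BAZ2B/50 nM biotinylated H3K14Ac peptide complex in PBS pH 7.4 with Tween-20. Donor and acceptor beads at 10 ug/mL final added, 20 min light-protected before reading.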
* = called active by the depositor; i = inactive; ? = inconclusive; . = no result given; & = joins results of further samples; [ ] = another dose, or the depositor's remark. Unless noted, calls follow the shape of the dose curve; as a rule, active = well fitted curve in the direction sought with a large enough effect; inconclusive = small, poorly fitted or top-dose-only effect, or another doubt; inactive = no such curve, though single readings can be large; an effect the other way counts as inactive or inconclusive.

smiles	PI4K2A inh	HP1b chromo inh	JMJD2A Tudor	Tb PGK inh	Pin1 inh	BAZ2B block	Pol eta inh	G9a block	GLS inh
CC1=C(C(=O)Nc2nc3ccccc3s2)C(c2ccco2)C(C#N)=C(SCC(=O)NC2CCCCC2)N1 (stereo not given)	7.8	28.7%	-14.6%	i	26.3%	3.7%	-3.9%	?	-26.0%
C=CCN1C(=O)N(/C=C/C)c2cccc3cccc1c23	5.4	40.9%[activator]	24.2%	0.9%	-1.0%	16.4%	-8.4%	11.1%[12.7 µM]	7.4%
CC1N=C(N)C(c2nc3ccccc3n2C)=C1O (stereo not given)	-0.5	26.8%	2.0%	-8.6%	6.2%	4.0%	-15.5%	16.5%	-1.1%
Cc1nc2ccccn2c1C(=O)NC1CCCc2ccccc21 (stereo not given)	0.4	32.1%	-8.2%	2.0%	-0.1%	-17.0%	-10.4%	6.5%	-3.4%
COc1ccc(S(=O)(=O)N/N=C\c2ccc(OC)c(COc3ccc(C)cc3[N+](=O)[O-])c2)cc1	2.7	23.7%	-5.0%	-7.6%	5.0%	-2.4%	-16.5%	?	-9.2%
Nc1ccccc1-c1nnc2n1CCCCC2	0.6	28.1%	-1.7%	-0.2%	2.0%	-23.4%	-16.0%	16.3%	-2.6%
COc1ccc(/C=C/c2nc(C#N)c(NCCN(C)C)o2)cc1OC	0.7	34.8%[activator]	6.2%	-3.2%	-7.7%	-0.1%	-14.9%	14.6%	?
Cc1cccc(-c2noc(CN(C(=O)COc3ccc(Br)cc3C)C(C)C)n2)c1	3.8	46.8%[activator]	13.1%	1.1%	-0.4%	13.5%	-11.6%	7.3%[59 µM]	0.4%
c1ccc(Cn2nc(-c3ccccc3)nc2-c2ccccc2)cc1	-0.7	127.4%[activator]	47.4%[activator]	-3.4%	-3.3%	33.6%	-23.0%	22.1%[59 µM]	-12.2%
CCOC(=O)CN=C/C(C(=O)Nc1nccs1)=C(/C)O	-3.7	43.9%[activator]	-22.7%	i	4.6%	4.5%	-10.7%	2.2%	6.2%
O=C(Nc1ncc2c(n1)-c1ccccc1OC2)c1cccc([N+](=O)[O-])c1	-3.9	31.2%	4.4%	2.3%	?	-1.2%	-15.8%	?	1.6%
O=C(CCN1CCc2ccccc2C1)Nc1ccc2c(c1)OCO2	-0.7	-0.8%	-18.2%	14.5%	-0.3%	-0.6%	-5.9%	-16.1%[12.7 µM]	23.7%

(cont.)
smiles	PI4K2A inh	HP1b chromo inh	JMJD2A Tudor	Tb PGK inh	Pin1 inh	BAZ2B block	Pol eta inh	G9a block	GLS inh
O=C(O)c1ccccc1NC(c1ccccc1)c1ccc(Cl)cc1 (stereo not given)	-1.1	22.3%	-19.6%	i	-0.1%	-13.2%	-5.0%	?	15.7%
COc1cccc(Nc2nc3ccc(C(=O)c4ccccc4)cc3n3c(C)nnc23)c1	1.1	32.7%	-0.7%	-8.3%	-1.3%	-2.4%	?	6.4%[59 µM]	-6.0%
Cc1ccc(CN2CCCn3nc(C(=O)NCc4cc(C)ccc4C)cc3C2=O)cc1	-1.5	7.1%	-28.5%	1.5%	5.9%	-20.0%	-15.3%	5.1%[59 µM]	16.0%
COc1ccc(Nc2cc(Sc3ccc(OC)cc3)ncn2)cc1	1.3	-18.8%	-30.3%	-2.3%	-9.2%	?	-13.5%	19.0%	-11.3%
COc1ccc(CCNC(=O)CN(c2cc([N+](=O)[O-])ccc2OC)S(C)(=O)=O)cc1OC	-4.9	30.2%	-3.8%[11.4 µM]	i	-0.4%	-2.3%	10.4%	.	10.2%
COc1ccc2ncc3c(-c4ccc(C)c(C)c4)nn(CC(=O)NC4CCCCC4)c3c2c1	-1.4	9.9%	-18.3%	i	-0.1%	-2.1%	-7.0%	3.5%[59 µM]	-9.3%
O=C(NNC(=O)c1sccc1-n1cccc1)c1cccs1	1.9	28.5%	-25.2%	-2.0%	-4.7%	-25.9%	-9.3%	-4.5%	2.9%
O=C(NCC(c1cccnc1)N1CCOCC1)c1cccc(Cl)c1 (stereo not given)	-6.9	35.3%	-7.2%	0.2%	2.6%	10.4%	3.1%	1.4%	0.1%
CCCCn1c(CN(Cc2ccccc2)Cc2ccccc2)nc2c1c(=O)n(C)c(=O)n2C	-0.5	20.3%	-17.4%	-0.5%	6.1%	.	-5.7%	.	0.5%
Cc1cccc(NC(=O)C2CCCN2S(=O)(=O)c2cccc3nsnc23)c1C (stereo not given)	-0.7	27.2%	-6.4%	-1.0%	3.5%	-17.8%	-12.4%	-3.9%[59 µM]	0.6%
CCOC(=O)CC(=O)CSc1n[nH]c(=O)[nH]c1=O	5.7	27.0%	-7.4%	i	-22.3%	-22.7%	-9.0%	?	8.7%
O=C(NCCCN1CCOCC1)C1CC(=O)N(CCc2ccccc2)C1 (stereo not given)	1.9	16.6%	-7.9%	-6.1%	-0.5%	1.5%	-12.1%	3.1%[12.7 µM]	10.8%

More compounds follow:
smiles	PI4K2A inh	HP1b chromo inh	JMJD2A Tudor	Tb PGK inh	Pin1 inh	BAZ2B block	Pol eta inh	G9a block	GLS inh
COc1ccc(OCCNS(=O)(=O)c2ccc3oc4ccccc4c3c2)cc1	-3.4	-6.1%	-4.6%[11.4 µM]	-4.9%	3.2%	?	-11.8%	-3.5%[12.7 µM]	-14.0%
COc1ccc(C(C)=O)cc1COC(=O)CCNS(=O)(=O)c1ccc(C)cc1	3.2	-0.7%	-9.5%	1.6%	0.1%	8.4%	-9.2%	50.1µM*	1.0%
NC1=NC2(CCCC2)N=C(Nc2ccccc2)N1	-3.9	-6.0%	35.5µM*	-3.8%	-3.2%	1.4%	12.4%	8.2%	-18.5%
CC1(C)CC(=O)c2cnc(NC(=O)CCc3ccccc3)nc2C1	2.4	12.5%	-7.3%	-5.3%	-5.3%	-1.5%	6.7%	-29.6%[12.7 µM]	1.4%
N#CCC(=O)N1CCn2c1nc1ccccc12	-2.9	25.7%	-11.2%	-8.7%	0.6%	-4.5%	-15.4%	-32.7%[59 µM]	18.2%
OC1CCCN(Cc2nc(Cc3ccccc3Cl)no2)C1 (stereo not given)	3.0	20.6%	-3.3%	3.2%	-14.4%	31.1%[activator]	1.4%	30.6%	5.4%
Cc1ccc(CCNC(=O)c2ccc(CS(=O)(=O)Cc3ccccc3F)o2)cc1	-3.6&0.6	13.2%&37.2%	-21.8%&-13.5%	-8.9%&-2.3%	2.5%&1.4%	3.1%&4.9%	-13.1%&-4.5%	-2.1%[59 µM]	5.5%&0.6%
COc1ccccc1Cn1cnc2cccnc21	4.0	-15.6%	3.8%[11.4 µM]	1.9%	4.6%	8.6%	1.4%	?	-6.4%
COc1ccc(C(=O)NN=C(Cc2ccccc2)Cc2ccccc2)cc1OC	-4.3	28.5%	-10.8%	-0.9%	-1.9%	1.1%	-24.9%	3.1%[59 µM]	5.0%
Cc1c(O)c(=O)ccn1Cc1ccccc1	-1.1	51.8%[activator]	-8.5%	-9.6%	3.6%	?	-7.8%	31.6µM*	42.2%[activator]
O=C(CCn1c(=O)oc2ccccc21)Nc1ccc2c(c1)OCCO2	-1.4	38.0%	-2.7%	-9.4%	-5.3%	2.7%	-20.3%	29.1%[12.7 µM]	-5.0%
O=c1cc(CN2CCC3(CC2)OCCO3)c2c(ccc3ccccc32)o1	3.1	58.3%	-7.1%	13.4%	10.7%	-5.6%	-10.3%	-30.9%[59 µM]	4.7%

Overlap with the part before: 2 compounds; new compounds follow.
smiles	PI4K2A inh	HP1b chromo inh	JMJD2A Tudor	Tb PGK inh	Pin1 inh	BAZ2B block	Pol eta inh	G9a block	GLS inh
O=C(CCn1c(=O)oc2ccccc21)Nc1ccc2c(c1)OCCO2	-1.4	38.0%	-2.7%	-9.4%	-5.3%	2.7%	-20.3%	29.1%[12.7 µM]	-5.0%
O=c1cc(CN2CCC3(CC2)OCCO3)c2c(ccc3ccccc32)o1	3.1	58.3%	-7.1%	13.4%	10.7%	-5.6%	-10.3%	-30.9%[59 µM]	4.7%
CN(C)c1ccc(CNC(=O)C2CCN(C(=O)c3ccc(-n4ccc5ccccc54)s3)CC2)cc1	-1.6	?	17.8µM*	-6.7%	37.5%[activator]	-29.1%	-18.1%	?	12.0%
COc1cccc(C2C(C(=O)c3cccs3)=C(O)C(=O)N2c2cc(C)on2)c1 (stereo not given)	4.5	30.3%	-4.1%	i	11.4%	?	-6.4%	?	-2.2%
COc1cccc(-n2nc(-c3ccnn3-c3ccc(F)cc3)c(=O)n(C)c2=O)c1	-8.3	25.9%	-12.5%	i	6.3%	-4.2%	-0.7%	28.7%[59 µM]	-1.7%
Cc1ccc(-n2c(=O)c3cccnc3n2CC(=O)Nc2cccc(C)c2C)cc1	1.3	33.7%[activator]	-9.1%	i	1.7%	-1.8%	-13.4%	?	-4.8%
COc1ccc(NC(=O)Cn2nnc(C(=O)NCc3ccccc3Cl)c2N)cc1Cl	1.4	12.4%	-6.5%	-1.5%	6.3%	5.9%[57.1 µM]	-7.0%	2.3%[59 µM]	5.2%
O=C(CNC(=O)c1cccs1)NCC(=O)OCc1c(Cl)cccc1Cl	1.1	23.7%	-14.6%	-5.5%	-0.3%	8.1%	-4.4%	7.5%[59 µM]	0.6%
Cc1cc(NC(=O)c2ccc(F)cc2)ccc1NC(=O)c1ccco1	-5.8	22.0%	-2.4%	-9.9%	-3.2%	-8.3%	-19.8%	28.1%	1.6%
CC12CCC(C(=O)Nc3ccccc3-n3cccc3)(CC1=O)C2(C)C (stereo not given)	3.6	-12.0%	-26.5%	2.5%	-2.3%	-22.1%	-5.2%	?	1.4%

High-throughput results as filed in PubChem.

Only part of the results is shown (hit frequency here may not be typical).
